Bioassay records as filed in PubChem.
ROMK primary = ROMK potassium channel modulators, primary screen, cell-based, thallium flux, MLSMR library; Tet-inducible ROMK, thallium flux fluorescence; actives lie on both sides; B-score at 10 µM; 2% of 130,000 active; ATP-sensitive inward rectifier potassium channel 1 (Homo sapiens), P48048;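 active = signal ratio slope over the read window, or its plate-corrected B-score, at least 3 SD from the plate mean, either direction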;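 note: B-score of the F/F0 ratio slope over 7 to 12 s after thallium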
Target sequence (P48048 whole entry, looked up): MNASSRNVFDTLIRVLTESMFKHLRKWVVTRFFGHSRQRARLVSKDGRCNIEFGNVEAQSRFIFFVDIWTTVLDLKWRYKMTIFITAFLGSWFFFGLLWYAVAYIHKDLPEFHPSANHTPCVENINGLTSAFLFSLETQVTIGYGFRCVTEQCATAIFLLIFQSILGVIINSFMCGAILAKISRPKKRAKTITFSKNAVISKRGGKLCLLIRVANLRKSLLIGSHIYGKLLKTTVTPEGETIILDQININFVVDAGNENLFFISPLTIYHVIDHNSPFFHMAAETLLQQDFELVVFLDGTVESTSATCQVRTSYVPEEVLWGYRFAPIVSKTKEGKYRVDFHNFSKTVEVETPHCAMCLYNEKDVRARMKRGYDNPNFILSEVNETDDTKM
RAM network inh = inhibitors of the yeast RAM network, primary screen, dse1pr::URA3 reporter, 5-FOA selection; S. cerevisiae dse1pr::URA3 reporter, 5-FOA growth OD615, 2 d; analog-sensitive cbk1-as2 kinase mutant strain; inhibition, % at 50 µM; 1.8% of 190,000 active; AID 868, 2007;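 active = inhibition above a set limit, 3 SD over mean compound inhibition, cut at about 8.4% in these data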;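 note: 0% = DMSO-only wells with no growth and 100% = 10 µM 1-NA-PP1 full growth; inhibition rescues growth on 5-FOA so higher OD means more RAM inhibition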
bIAP inh = bovine intestinal alkaline phosphatase inhibitors, primary screen, selectivity assay for TNAP inhibitor project, biochemical, bovine IAP, CDP-star luminescence | alkaline phosphatase, intestinal [Bos taurus] | purified bovine IAP, 30 min | inhibition, % at 20 µM | 190,000 tested, under 10 active;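 active = over 50% inhibition of intestinal alkaline phosphatase at 20 µM in the single-dose screen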
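System: Purified bovine intestinal alkaline phosphatase (IAP) enzyme | Input: IAP diluted 1/65,000,000 in the well | Also added: CDP-star chemiluminescent phosphatase substrate, 30 µM final | Dosing: 20 µM single dose | Times: Enzyme reaction for 30 min at room temperature | Detection: Luminescence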
S1P3 antag = S1P3 receptor antagonists, primary screen, cell-based; inhibition, % at 4.98 µM; 0.27% of 170,000 active; CHO S1P3 NFAT-BLA reporter, FRET fluorescence, antagonist mode; AID 485, 2006;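 active = inhibition above the plate cutoff, the mean inhibition of test wells on that plate plus 3 SD, cut at about 28% in these data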;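 note: cells challenged with S1P at its EC80 of 0.8 µM; blue over green emission ratio from cleaved BLA substrate after 4 h stimulation; 0% = S1P-stimulated wells and 100% = unstimulated DMSO-only wells; some compounds past the cut are filed as inactive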
Target sequence (Q99500 whole entry, looked up): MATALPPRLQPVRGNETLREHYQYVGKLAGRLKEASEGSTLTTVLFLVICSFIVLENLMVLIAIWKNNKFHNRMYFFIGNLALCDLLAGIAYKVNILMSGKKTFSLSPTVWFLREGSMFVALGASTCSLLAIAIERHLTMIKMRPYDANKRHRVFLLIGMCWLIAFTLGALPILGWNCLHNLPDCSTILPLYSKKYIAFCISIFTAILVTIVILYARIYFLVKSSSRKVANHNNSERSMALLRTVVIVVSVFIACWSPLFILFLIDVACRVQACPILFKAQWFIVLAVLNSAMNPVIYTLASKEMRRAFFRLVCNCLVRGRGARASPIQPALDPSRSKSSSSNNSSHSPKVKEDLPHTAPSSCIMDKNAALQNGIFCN
PPARg SRC-3 ag = PPARgamma agonists recruiting SRC-3 coactivator, primary screen, biochemical; biochemical PPARgamma/SRC-3 coactivator recruitment assay; activation, % at 8 µM; 0.26% of 200,000 active; in the data active = activation above about 23%;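 note: 0% = DMSO and 100% = reference agonist; some compounds past the cut are filed as inactive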
Efa HMGR inh = inhibitors of E. faecalis class II HMGR, primary screen, biochemical, Enterococcus faecalis; purified E. faecalis HMGR, NADPH absorbance 340 nm kinetic; inhibition, % at 10 µM; 0.41% of 190,000 active;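 active = inhibition above a set limit, the median over all tested compounds plus 3 SD, cut at about 9.5% in these data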;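 note: enzyme runs in reverse so mevalonate oxidation gives rising NADPH absorbance; 0% = complete reaction with DMSO and 100% = background rate lacking mevalonate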
Redox H2O2 prof = compounds producing H2O2 with reducing agent – biochemical, NIH compound library profiling, artefact control for MLSCN library redox annotation, primary screen | DTT-dependent redox cycling H2O2, phenol red/HRP absorbance; 100% = 100 µM peroxide control, 0% = buffer | activation, % at 10 µM | 0.03% of 200,000 active;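 active = activation of at least 50% relative to the plate's high and low controls in the primary single-dose screen; inactive = activation below 50%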;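 note: compound incubated with DTT at 0.8 mM final as the reducing agent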
Lmaj promast = Leishmania major promastigote growth inhibition, primary screen | Leishmania major promastigotes, resazurin fluorescence viability | inhibition, % at 10 µM | 9% of 200,000 active; in the data active = inhibition above about 50%;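 note: promastigotes grown with compound for 44 hours at 28 °C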
PPARg SRC2 recr = agonists of PPARg-SRC-2 recruitment, primary screen, biochemical, HTS; PPARgamma LBD-SRC-2 recruitment; activation, % at 8 µM; 0.34% of 200,000 active; in the data active = activation above about 22%;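 note: 0% = vehicle and 100% = reference agonist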
TR-FRET SRC-2 ct = TR-FRET signal artefacts, primary screen, artefact control for PPARgamma SRC-2 agonist project, biochemical; AID 1049, 2008; TR-FRET artefact counter-screen; stronger effect = higher value; TR-FRET ratio at 8 µM; 0.4% of 200,000 active; in the data active = TR-FRET ratio above about 2000; note: inactives centre near 1500
PPARg SRC1 recr = PPARgamma agonists recruiting SRC-1 coactivator, primary screen, biochemical. Peroxisome proliferator-activated receptor gamma (Homo sapiens), P37231. PPARgamma-SRC-1 coactivator recruitment biochemical assay. activation, % at 8 µM. 0.41% of 200,000 active; in the data active = activation above about 19%;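 note: 0% = DMSO and 100% = reference agonist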
The depositor's hits bear a star; . = not tested or not shown.

1. NC(=O)C[n+]1cccc(C(N)=O)c1
2. Cc1ccc(S(=O)(=O)N2CCCCC2)cc1NC(=O)CSc1nccn1C
3. Cc1ccc(-c2ccc(SCC(=O)Nc3cc(C)on3)nn2)cc1
4. COc1ccc(NC2CC(=O)N(c3cccc(C)c3)C2=O)cc1 (centres undefined)
5. O=C(CN1C(=O)C2(OCCO2)c2ccccc21)c1ccc(Br)cc1
6. CCSc1nnc(NS(=O)(=O)c2ccc(OC)cc2)s1
7. CCCc1ccc(-c2cc(C(=O)Nc3ccc([N+](=O)[O-])cn3)c3ccccc3n2)cc1
8. O=C(N/N=C/c1ccccc1Cl)c1nc2ccc([N+](=O)[O-])cc2c(=O)[nH]1

compound no.	1	2	3	4	5	6	7	8
ROMK primary	0.21	-1.3	-0.0095	.	.	0.085	.	0.62
RAM network inh	1.5	-0.1	2.7	2.7	3.1	-0.2	3.1	10*
bIAP inh	0	-7	10	7	6	4	2	-7
S1P3 antag	0	7	-1	20	.	-12	-23	9
PPARg SRC-3 ag	-5	3	2	-2	-3	1	-3	-1
Efa HMGR inh	0	-10	1	-9	5	1	-2	1
Redox H2O2 prof	-0.6	-1.4	-0.3	2.6	0.8	0.2	0.0	-1.3
Lmaj promast	-3	1	-9	-8	3	-5	76*	0
PPARg SRC2 recr	0	-4	6	3	0	-1	6	6
TR-FRET SRC-2 ct	1514	1736	1646	1392	1517	1544	1663	1721
PPARg SRC1 recr	-12	4	0	-4	8	2	5	1

9. COCCn1nnnc1C(c1ccc(OC)c(OC)c1)N1CCc2ccccc21 (centres undefined)
10. COc1ccc(OC)c(N/C(C)=C/C(=O)c2ccc(Br)cc2)c1
11. COc1cc(C)c2occ(/C(C)=N\O)c2c1
12. O=S(=O)(c1cccc(-n2cnnn2)c1)N1CCOCC1
13. Cc1ccc(S(=O)(=O)c2c(N)n(-c3ccccc3)c3nc4ccccc4nc23)cc1
14. CN(Cc1ccccc1)C(=O)COc1ccc(-c2nnco2)cc1
15. CN(C(=O)COC(=O)c1cccnc1Nc1ccccc1F)C1CCS(=O)(=O)C1 (centres undefined)
16. Cc1ccc2cc(-c3noc(C4CCCCC4)n3)c(=O)[nH]c2c1

compound no.	9	10	11	12	13	14	15	16
ROMK primary	.	.	.	.	.	0.064	-0.43	.
RAM network inh	0.6	-0.1	0.2	0.6	1.3	0.9	0.5	2.5
bIAP inh	-4	-3	5	6	9	-8	-4	0
S1P3 antag	10	-12	-35	.	14	-2	5	-4
PPARg SRC-3 ag	-4	-3	1	4	-1	1	8	3
Efa HMGR inh	-3	5	-2	-2	1	-4	1	-1
Redox H2O2 prof	1.8	-0.2	1.2	-0.7	0.2	-0.3	0.2	-0.7
Lmaj promast	-6	3	-3	-2	32	-11	45	25
PPARg SRC2 recr	-3	2	-2	1	1	13	5	9
TR-FRET SRC-2 ct	1512	1560	1667	1467	1625	1569	1680	1512
PPARg SRC1 recr	1	-3	5	4	2	-2	4	9

17. C[C@@H]1O[C@@H](Oc2c(-c3cc(O)c(O)c(O)c3)oc3cc(O)cc(O)c3c2=O)[C@H](O)[C@H](O)[C@H]1O
18. O=C(c1cc(C2CC2)on1)N1CCN(c2ccc(F)cc2)CC1
19. CCOc1ccc(Br)cc1S(=O)(=O)Nc1cccc(S(=O)(=O)N(CC)CC)c1
20. COc1ccc(C2=Nn3c(nnc3-c3ccncc3)SC2)cc1OC
21. COc1ccc(OC)c(N(CC(=O)NCc2ccccn2)S(C)(=O)=O)c1
22. O=C(CCSc1ccccc1)NCC1CCCO1 (centres undefined)
23. COc1ccc2nc(C)cc(SCC(=O)Nc3c(C)cc(C)cc3C)c2c1
24. Cc1cc(C(=O)OCC(=O)Nc2ccc(F)cc2)c(C)o1

compound no.	17	18	19	20	21	22	23	24
ROMK primary	1.6	.	-0.66	-0.45	0.045	1.3	.	1.2
RAM network inh	1.7	0.0	1.5	-0.5	0.2	1.6	0.1	1.1
bIAP inh	-15	11	13	7	0	19	-45	16
S1P3 antag	8	16	-1	.	-46	-17	.	.
PPARg SRC-3 ag	3	4	0	5	11	2	7	7
Efa HMGR inh	5	-8	-1	2	-1	2	-1	-3
Redox H2O2 prof	1.4	-0.2	-0.1	-1.4	-0.1	1.4	1.6	0.1
Lmaj promast	-10	-6	-1	21	15	-11	11	-4
PPARg SRC2 recr	9	11	2	-2	4	8	12	-6
TR-FRET SRC-2 ct	1599	1528	1600	1652	1587	1475	1613	1706
PPARg SRC1 recr	5	2	1	0	-1	-1	32*	-4

Record cards (already shown).
O=C(CCSc1ccccc1)NCC1CCCO1 (centres undefined) in the list: ROMK primary: 1.3; RAM network inh: 1.6; bIAP inh: 19; S1P3 antag: -17; PPARg SRC-3 ag: 2; Efa HMGR inh: 2; Redox H2O2 prof: 1.4; Lmaj promast: -11; PPARg SRC2 recr: 8; TR-FRET SRC-2 ct: 1475; PPARg SRC1 recr: -1
O=C(c1cc(C2CC2)on1)N1CCN(c2ccc(F)cc2)CC1 in the list: ROMK primary: .; RAM network inh: 0.0; bIAP inh: 11; S1P3 antag: 16; PPARg SRC-3 ag: 4; Efa HMGR inh: -8; Redox H2O2 prof: -0.2; Lmaj promast: -6; PPARg SRC2 recr: 11; TR-FRET SRC-2 ct: 1528; PPARg SRC1 recr: 2

(cont.)
25. CC(C)(C)N1C(=O)c2ccc(C(=O)O)cc2C1=O
26. O=C1c2ccccc2CC1(Cc1ccccc1)Cc1ccccc1
27. COc1ccc(Nc2nnc(-c3ccc(O)cc3)c3ccccc23)cc1
28. COc1ccc(OC)c(C2C(C(C)=O)=C(O)C(=O)N2CCC(=O)O)c1 (centres undefined)
29. CCOc1cc(C(=O)Nc2ccc(C)cc2C)ccc1OCC(=O)N1CCCCC1
30. Cc1cccc(N2C(=O)CC(Sc3nnc(C)s3)C2=O)c1 (centres undefined)
31. CCCNC(=S)NC1CCCC1
32. COc1cc(OC)c(C(=O)NNC(=S)NC2CCCCC2)cc1OC

compound no.	25	26	27	28	29	30	31	32
ROMK primary	0.71	-0.094	-1.8	.	.	0.032	-0.3	-0.1
RAM network inh	1.4	1.8	1.6	1.2	2.9	2.7	-0.9	2.2
bIAP inh	1	0	2	7	1	5	8	4
S1P3 antag	17	.	5	104*	8	.	.	-11
PPARg SRC-3 ag	-2	-4	0	-7	6	-13	-3	0
Efa HMGR inh	-2	-10	1	-9	-2	1	4	6
Redox H2O2 prof	-0.1	-2.1	-0.3	0.9	0.3	1.3	0.1	0.4
Lmaj promast	0	23	8	2	-8	-3	-2	51*
PPARg SRC2 recr	3	8	-2	-2	9	-1	0	9
TR-FRET SRC-2 ct	1381	1501	1427	1448	1450	1410	1532	1491
PPARg SRC1 recr	-8	1	0	1	-6	-2	-6	7

33. O=C(C1CCCN(S(=O)(=O)c2cccs2)C1)N1CCC(N2CCCCC2)CC1 (centres undefined)
34. CC(=O)N(c1ccccc1)C1CCCC1
35. O=C(COc1ccc2c(c1)CCC2)N1CCc2ccccc21
36. COCCNC(=O)CNC(=O)c1nn(-c2ccc(OC)c(Cl)c2)c(=O)c2ccccc12
37. COc1cccc(C(=O)O/N=C(\N)Cc2ccc(Cl)cc2)c1
38. Cc1ccc(NC(=O)CCCCCNS(=O)(=O)c2ccc(C)cc2)cc1
39. COc1ccc(NC(=O)CSCCc2ccccn2)cc1OC
40. Cc1ccc(C)c(S(=O)(=O)C(C#N)c2nc3ccccc3nc2N2CCOCC2)c1 (centres undefined)

compound no.	33	34	35	36	37	38	39	40
ROMK primary	.	-0.27	.	.	-2.2	0	1.4	-0.97
RAM network inh	0.1	2.0	3.3	1.2	-1.8	4.6	0.1	2.4
bIAP inh	10	-13	17	8	.	25	0	10
S1P3 antag	-20	-6	-9	.	4	11	-1	-4
PPARg SRC-3 ag	1	1	7	-5	-5	5	-7	11
Efa HMGR inh	0	-6	-8	0	-2	-8	-1	-3
Redox H2O2 prof	-0.3	0.1	0.1	1.7	-0.4	0.0	1.1	-0.1
Lmaj promast	3	-5	52*	-3	5	-3	-1	-7
PPARg SRC2 recr	-10	-3	0	4	-1	-5	-2	11
TR-FRET SRC-2 ct	1579	1508	1671	1757	1315	1455	1425	1783
PPARg SRC1 recr	2	1	7	-6	-4	3	0	3

Some entries already given, limited to PPARg SRC1 recr.
item | molecule | PPARg SRC1 recr
35 | O=C(COc1ccc2c(c1)CCC2)N1CCc2ccccc21 | 7
36 | COCCNC(=O)CNC(=O)c1nn(-c2ccc(OC)c(Cl)c2)c(=O)c2ccccc12 | -6

Remaining list, next part
41. CCOc1cc(C2C3=C(CC(C)(C)CC3=O)OC3=C2C(=O)CC(C)(C)C3)cc([N+](=O)[O-])c1O
42. COc1ccc(CN(Cc2ccccn2)C(=O)CN2C(=O)COc3ccccc32)cc1
43. CC(C)(C)NC(=O)C(c1cccnc1)N(C(=O)c1ccc(Cl)nc1)C1CCCC1 (centres undefined)
44. N/C(COc1cccc(Cl)c1)=N\NS(=O)(=O)c1ccccc1
45. COc1ccc(CCNC(=O)COC(=O)/C=C/c2ccc(OCC#N)c(OC)c2)cc1
46. Cc1cc(C)n2nc(-c3ccco3)nc2n1
47. CC(=O)Nc1cccc(C(=O)/C=C/c2ccc(Br)cc2)c1
48. Cc1cc(NC(=O)CSc2ccc3nnc(-c4cccs4)n3n2)no1
49. Cc1ccc(NS(=O)(=O)c2cc(C(=O)N3CCOCC3)ccc2C)cc1C
50. CCOC(=O)C1=C(C)C(c2ccccc2OC)NC(=O)N1 (centres undefined)
51. COc1ccccc1C(c1nnnn1C1CCCC1)N1CCN2CCCC2C1 (centres undefined)

compound no.	41	42	43	44	45	46	47	48	49	50	51
ROMK primary	-0.029	-2.1	0.33	.	0.47	-0.36	.	.	.	0.9	-1.4
RAM network inh	1.7	0.9	-0.1	0.5	6.9	1.4	1.2	1.8	1.5	2.7	0.1
bIAP inh	5	4	-15	17	41	8	.	10	1	6	-6
S1P3 antag	-9	-2	-9	.	0	6	-1	-18	-24	.	-26
PPARg SRC-3 ag	1	-5	0	-5	-1	6	5	-2	7	2	0
Efa HMGR inh	0	-6	1	-3	-3	1	0	0	-4	1	-3
Redox H2O2 prof	-0.1	1.9	0.2	-0.8	-0.2	-0.2	.	0.3	-3.9	2.3	1.0
Lmaj promast	3	5	0	-4	-3	-3	100*	3	-3	-4	8
PPARg SRC2 recr	4	-3	-1	7	11	-3	3	8	4	4	5
TR-FRET SRC-2 ct	1662	1578	1406	1508	1445	1495	1583	1660	1533	1425	1590
PPARg SRC1 recr	0	-3	-1	8	0	7	2	12	-2	-7	6
